mcGAS MS inh = inhibitors of Mus musculus cyclic GMP-AMP synthase, initial high-throughput assay, cell-free, RapidFire MS; recombinant mouse cGAS, cGAMP by RapidFire MS; inhibition, % at 12.5 µM; hit rate 0.18% among 130,000; AID 1259397, 2018;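 active means inhibition of cGAS enzyme activity at or above 60%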;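 further: enzyme stimulated by 45 bp dsDNA with ATP and GTP substrates; cGAMP share of summed cGAMP plus half ATP and half GTP signals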
Target sequence (Q8C6L5 whole entry, looked up): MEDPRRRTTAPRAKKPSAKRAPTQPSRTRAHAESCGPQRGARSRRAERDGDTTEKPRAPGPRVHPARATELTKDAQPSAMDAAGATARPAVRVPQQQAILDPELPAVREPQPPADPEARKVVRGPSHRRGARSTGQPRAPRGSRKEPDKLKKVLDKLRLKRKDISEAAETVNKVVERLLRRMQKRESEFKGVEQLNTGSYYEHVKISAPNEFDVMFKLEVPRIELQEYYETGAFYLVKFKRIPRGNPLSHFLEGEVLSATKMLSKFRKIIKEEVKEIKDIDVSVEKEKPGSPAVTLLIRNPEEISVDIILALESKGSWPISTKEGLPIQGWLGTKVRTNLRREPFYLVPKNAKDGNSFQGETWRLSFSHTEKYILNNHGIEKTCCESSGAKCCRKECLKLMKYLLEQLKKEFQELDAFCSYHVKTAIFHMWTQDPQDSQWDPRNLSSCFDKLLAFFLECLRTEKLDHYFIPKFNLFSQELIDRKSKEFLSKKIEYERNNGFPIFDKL
Numbers without * were called inactive; & = joins results of further samples.

SMILES	mcGAS MS inh
O=C(NNC(=O)c1cccn(Cc2cccc(Cl)c2)c1=O)Nc1ccc(Cl)cc1	0.9
Fc1ccc(N2CCC(N3CCC4(CCCN(CC5CC5)C4)C3)CC2)cc1F (configuration not stated)	-5.3
O=C(CC(CC(=O)N1CCN(c2ccccn2)CC1)(c1ccccc1)c1ccccc1)N1CCN(c2ccccn2)CC1	2.4
O=C(c1ccoc1)N(CCN1CCCCC1)CC1CCCN(C2CCCC2)C1 (configuration not stated)	-6.3
COc1ccc(NC2=CC(c3ccc(OC)c(OC)c3)N(c3ccc(OC)cc3)C2=O)cc1 (configuration not stated)	-7.0
O=C(O)c1cn2cc(-c3ccc(F)cc3)ccc2n1	13.9
CC(C)c1nccc(-c2n[nH]c(CCc3ccccc3)n2)n1	1.2
COc1cccc(C(=O)N2CCN(c3cc(Cl)nc(SCC(=O)O)n3)CC2C)c1 (configuration not stated)	0.1

The last 2 compounds of the section before lead into the next.
SMILES	mcGAS MS inh
CC(C)c1nccc(-c2n[nH]c(CCc3ccccc3)n2)n1	1.2
COc1cccc(C(=O)N2CCN(c3cc(Cl)nc(SCC(=O)O)n3)CC2C)c1 (configuration not stated)	0.1
Cc1cc(-n2c(C)cc(C(=O)CSc3nc(N)cc(=O)[nH]3)c2C)no1	-2.0
CCNC(=O)C1CCN(C(=O)c2cc(CN(C)Cc3ccccc3)on2)C1 (configuration not stated)	-11.4
CCOC(=O)C1CCCCN1C(=O)CN1CCCC1Cc1ccccc1 (configuration not stated)	-16.5
COc1cccc(NS(=O)(=O)c2ccc(F)cc2[N+](=O)[O-])c1	4.3
CC1CCCCN1c1nnc(C(=O)NN2CCOCC2)c2ccccc12 (configuration not stated)	-7.6
COc1ccc(N(C(C)=O)c2nc(C=Cc3nc4ccccc4s3)cs2)cc1	4.2
CC(C)NC(=O)C1(C)CCN1Cc1ccc(-c2ccccc2)cc1 (configuration not stated)	-4.5
CC1(C(=O)NS(=O)(=O)c2ccccc2)CCN1C(=O)CC1CCCCC1 (configuration not stated)	-4.7
Cc1ccc(F)c(S(=O)(=O)NC(=O)C2(C)CCN2C(=O)c2cccc3ccccc23)c1 (configuration not stated)	-20.2
COc1ccc(-c2cc(C(=O)O)cc(S(=O)(=O)N3CCCC3)c2)cc1F	8.1
C=CCN1CC(C(=O)NCCc2nc(C)cc(C(F)(F)F)n2)CC1=O (configuration not stated)	-20.3
COC(=O)c1cc(S(=O)(=O)NC2CCCCCCC2)cn1C	-4.6
CCn1c(C2CCCNC2)nn(Cc2cn3cccc(C)c3n2)c1=O (configuration not stated)	-4.2
CNC(=O)CC(C)N(C)C(=O)c1ccc2c(c1)CCC2 (configuration not stated)	-8.9
CCc1csc(CNC(=O)C2(c3ccc(F)cc3)CCOCC2)n1	-10.9
CCN1CCCCC1C(=O)N1CCC(n2nccc2NC(=O)CCCc2ccccc2)CC1 (configuration not stated)	-2.6
CCNC(=O)NC(=O)C(C)OC(=O)c1cc(C)n(-c2cccnc2)c1C (configuration not stated)	0.1
CCN(CC)S(=O)(=O)c1cccc(C(=O)N=Nc2c(O)n(CC(C)C)c3ccccc23)c1	-4.3
NC(=O)C1CN(C(=O)CCl)c2ccccc2O1 (configuration not stated)	-2.5
CCCCn1c(N)c(N(CC(C)C)C(=O)C2CCC2)c(=O)[nH]c1=O	-49.0
O=C(CSc1ccncc1)N1CCOC(Cc2ccccc2Cl)C1 (configuration not stated)	-4.9
CCN(CC)c1ccc(NC(=O)NCCN2CCOC(C)(C)C2)cn1	-12.3
Cc1cccc(NC2=NC3(N=C(N)N2)C(=O)N(C)c2ccccc23)c1C (configuration not stated)	-4.4
CC1(C)C(NC(=O)NCc2cccc(-n3ccnc3)c2)C2CCOC21 (configuration not stated)	-14.7
COc1ccc(Br)cc1CN(C)CC(=O)Nc1cc(Cl)cc(Cl)c1	-21.9
COc1cccc(C(=O)NCCNc2cc(N3CCCC3)nc(C)n2)c1OC	-2.3
O=C(Nc1ccccc1Oc1cccnc1)C1CCCN(C(=O)CN2CCCC2=O)C1 (configuration not stated)	-5.9
c1ccc(C(CCn2cnnc2)c2ccco2)cc1 (configuration not stated)	-12.6
CN1C(=O)CC(C(=O)Nc2ccccc2)SC1=Nc1ccc(Cl)c(C(F)(F)F)c1 (configuration not stated)	-6.6
COc1ccc(NC(=O)c2cc(=O)c(OC)cn2C)cc1	-3.2
CC(=O)Nc1ccc(Nc2nnc(C)c(=O)[nH]2)cc1	-1.9
COc1cc(OC)c(OC)cc1/C=C/C(=O)NC(C)c1ccccc1 (configuration not stated)	-0.4

Three entries from above, field by field:
COc1cccc(C(=O)NCCNc2cc(N3CCCC3)nc(C)n2)c1OC
  mcGAS MS inh: -2.3

O=C(Nc1ccccc1Oc1cccnc1)C1CCCN(C(=O)CN2CCCC2=O)C1 (configuration not stated)
  mcGAS MS inh: -5.9

c1ccc(C(CCn2cnnc2)c2ccco2)cc1 (configuration not stated)
  mcGAS MS inh: -12.6

(next part)
SMILES	mcGAS MS inh
Cc1ccc2nc(C)c(NC(=O)COc3ccccc3)c(=O)n2c1	20.1
CCCCNS(=O)(=O)c1ccc(S(=O)(=O)N(C)C)cc1	-7.3
Cn1c(SCc2csc(-c3cccs3)n2)nnc1C1CC1	-4.7
CCn1nc(C)c(NC(=O)CN(Cc2sccc2C)C2CC2)c1C	-11.8
CCCn1c(N)c(N(CCOC)C(=O)C(F)(F)F)c(=O)n(CC(=O)NC(C)CC)c1=O (configuration not stated)	-5.5
COC(=O)CC(NC(=O)c1cccc(NC(C)=O)c1)c1cccs1 (configuration not stated)	4.4
CCC1CN(C(=O)c2cnc3ccnn3c2C)CCC(=O)N1Cc1ccccc1 (configuration not stated)	-5.4
Cc1sc2[nH]c(=S)n(C3CCCC3)c(=O)c2c1C	-8.0
CN(CC(=O)NCc1ccco1)C(=O)COc1ccc(F)c(Cl)c1	-4.5
Cc1[nH]n(-c2nc3ccccc3[nH]2)c(=O)c1CCc1ccccc1	-12.8
COc1ccc(C(=O)Nc2c3c(nn2C(C)(C)C)CS(=O)C3)cc1 (configuration not stated)	-12.0
CN1CCC2(CC1)CN(C(=O)c1ccc(Cn3cnnn3)cc1)CCN2C	-31.2
Cc1csc(C(C#N)C(=O)CSc2nc3sc4c(c3c(=O)n2CC2CCCO2)CCC4)n1 (configuration not stated)	-12.4
O=C(NN1C(=O)c2ccccc2C1=O)c1cnc(-c2ccco2)s1	-3.8
Clc1cccc(Cl)c1CSc1nnc2ccccn12	-7.5
Nc1nc2ccc(SC(F)F)cc2s1	-9.0
O=C1NCC(CSc2nnc(Nc3ccccc3F)s2)O1 (configuration not stated)	-4.5
COc1ccc(Cl)cc1NC(=O)CCC1CCCN(C(=O)CCN2CCCO2)C1 (configuration not stated)	-14.3
COc1ccc(C2=Nn3c(nnc3C(F)(F)F)SC2)cc1	3.2
Cc1cc(C)cc(Cn2c(C)c(C(=O)NCc3ccccc3C(F)(F)F)sc2=O)c1	-0.6
CCOC(=O)c1nn(-c2ccccc2)c(=O)cc1OCC(=O)NCc1ccc2c(c1)OCO2	-11.1
Cn1nc(C(=O)N2CCC(N3CCCC(C(=O)N4CCCC4)C3)CC2)ccc1=O (configuration not stated)	-10.5
CC(C)CC(C(=O)NC1CCCC(C)C1)N1CCCCC1=O (configuration not stated)	-8.3
COc1ccc(CCN2CC(NCc3ccc4c(c3)CCO4)CC2=O)cc1 (configuration not stated)	-6.6
O=C(c1ccc(Cl)cc1)n1sc(=O)c2ccccc21	-5.9
CCn1cc(CN2CCC(N3CCC(C(=O)NCC4CCCO4)CC3)CC2)cn1 (configuration not stated)	-10.1&-2.3
COC(=O)Nc1cccc(C(=O)N2CCC(C)C3CCCCC32)c1 (configuration not stated)	-10.7
Cc1cccc2cc(CO)c(N3CCCC(CO)(Cc4ccccc4)C3)nc12 (configuration not stated)	-9.1&3.2
CC(C)C1CN(c2cncc(C(=O)N3CCCC3)n2)CCCN1CC1CC1 (configuration not stated)	-19.5
Cc1nnsc1CN(C)C(=O)C1CC(=O)N(CC(C)C)C1 (configuration not stated)	-23.1
CC(NC(=O)c1cccc(Nc2cnccn2)c1)C1COc2ccccc21 (configuration not stated)	-3.3
O=C(CN1C(=O)C(=O)N(CCC2=CCCCC2)C1=O)NC1CCS(=O)(=O)C1 (configuration not stated)	-13.6
CN(Cc1n[nH]c2c1CCCC2)c1ccc(-c2nccn2C)nn1	-18.7
O=C(/C=C/c1ccccc1Br)Nc1cccc(CN2CCOCC2)c1	0.2
CC(CC#N)N(C)C(=O)CC(C)(C)c1ccccc1 (configuration not stated)	0.9
CC(=O)N[C@@H]1C[C@H](Cc2ccccc2)O[C@H](c2c(Cl)nc3sccn23)C1	-25.8
Cc1c(C)n2c3c(=O)[nH]c(=O)n(C)c3nc2n1CCCNc1ccc(Oc2ccccc2)cc1	3.3
Cc1cc(=O)[nH]c(-n2nc(C)c(CCC(=O)NC(C)CCc3ccccc3)c2C)n1 (configuration not stated)	-6.5
CC(Nc1ccc(-c2ccccc2)cc1)C(=O)NC(C)(C#N)C(C)C (configuration not stated)	1.7
CC(/C=C1\N=C(c2cccc(Cl)c2Cl)OC1=O)=C\c1ccccc1	-11.6

A draw from above in order of SMILES length, lowest first:
SMILES	mcGAS MS inh
CN(Cc1n[nH]c2c1CCCC2)c1ccc(-c2nccn2C)nn1	-18.7
CC(/C=C1\N=C(c2cccc(Cl)c2Cl)OC1=O)=C\c1ccccc1	-11.6
Cc1cc(=O)[nH]c(-n2nc(C)c(CCC(=O)NC(C)CCc3ccccc3)c2C)n1 (configuration not stated)	-6.5
CC(=O)N[C@@H]1C[C@H](Cc2ccccc2)O[C@H](c2c(Cl)nc3sccn23)C1	-25.8

Next results:
SMILES	mcGAS MS inh
O=C(CCn1ccc(=O)[nH]c1=O)NC1CCCN(C2CCCCCC2)C1 (configuration not stated)	-11.3
Cc1ccccc1C(=O)N1CCCC1(C)C(=O)O (configuration not stated)	3.6
CCN(CC)c1ccc(C2NC(=O)NC(C)=C2C(=O)OC2CCC(C)CC2)cc1 (configuration not stated)	-4.3
CCS(=O)(=O)N1CCCN(c2nc3ccccc3c3nnc(-c4cccs4)n23)CC1	-13.3
O=C1CSC(=NCc2ccccc2)N1/N=C\c1ccc(Br)cc1	4.6
CCCOc1cc2nnnn2c(SC)n1	-9.4
CCN(Cc1ccncc1)C(=O)CCn1c(C)cc(C)nc1=O	-13.7
CC1=CC2=C(OC1N(C)C)c1cccc3cccc(c13)C2=O (configuration not stated)	4.1

Looked up by compound from the list above:
SMILES	mcGAS MS inh
CC1=CC2=C(OC1N(C)C)c1cccc3cccc(c13)C2=O (configuration not stated)	4.1
CCS(=O)(=O)N1CCCN(c2nc3ccccc3c3nnc(-c4cccs4)n23)CC1	-13.3

(list continues)
SMILES	mcGAS MS inh
Cc1nc(CN(C)Cc2nc3ccccc3n2CC(C)C)no1	-35.2
Cc1ccc2cccc(OC(=O)C=Cc3cccc(F)c3)c2n1	2.1
CCOC(=O)C1=C(CN2CCOC(c3ccc(F)cc3)C2)NC(=O)NC1 (configuration not stated)	10.8
NC(=O)Cn1c(CO)cnc1SCC(=O)Nc1ccc(C(N)=O)cc1	-8.9
FC(F)(F)c1cccc2c(N3C[C@@H]4[C@H](C3)[C@H]3CC[C@@H]4O3)ccnc12	-7.7
CCCn1c(=O)c2c(nc3n2CCCN3c2ccc(OCC)cc2)n(C)c1=O	-2.6
O=C(Nc1cccc2c1CCN(Cc1cccc3c1OCO3)C2)c1ccncc1	-1.3
CN1CCCc2cc(CNC(=O)N3CCOC(c4ccccc4)C3)ccc21 (configuration not stated)	-13.8
COC(=O)Cn1c(=NC(=O)c2ccc(Cl)s2)sc2cc(F)ccc21	-5.4
Cc1cc(CCC(=O)NCC(N)=O)ccc1Br	-0.5
O=C(c1ccnc(N2CCCC2)n1)N1CCCC(n2cncn2)C1 (configuration not stated)	-0.7
CCCCNC(=O)CSc1nnc(-c2ccc(OCC)cc2)o1	-3.6
COc1ccc(C2(C)NC(=O)N(CC3CCCCC3)C2=O)cc1 (configuration not stated)	-4.2
Cc1ccc(NS(=O)(=O)c2ccc(C(=O)NC(C)C(N)=O)cc2)cc1C (configuration not stated)	-11.1
COC(=O)c1cccc(NC(=O)CCc2ccccc2C#N)c1	-3.5
CNC(=S)NC(C)C1CC2CCC1C2 (configuration not stated)	-3.0
COc1cc(NC(=O)CN2CCCC2Cn2cccn2)cc(OC)c1 (configuration not stated)	-9.4
CCN(Cc1cccnc1)C(=O)CC1C(=O)NCCN1Cc1ccc(C)o1 (configuration not stated)	-6.9
O=C(Nc1cc(Cl)ccc1Cl)C1CCCN1CCn1c(=O)oc2ccccc21 (configuration not stated)	-4.6
CC(C)=CC(=O)N1CCC2(CCCN(Cc3ccc(F)cc3)C2)C1 (configuration not stated)	-7.6
O=C(CN1C(=O)CCC1=O)N1CCN(Cc2nc3ccccc3n2Cc2ccccc2)CC1	-0.6
Cc1cccc(C2=N/C(=C/c3cccs3)C(=O)O2)c1	-4.2
CC(=O)c1c(C)[nH]c(C(=O)OCC(=O)c2cc(C)n(CC3CCCO3)c2C)c1C (configuration not stated)	-11.6
Nc1nc(CN2CCN(c3ccc(F)cc3)CC2)cs1	-6.1
O=C(Nc1cccc(Cn2ccnc2)c1)C1CCCC1	-6.2

Screening data deposited in PubChem BioAssay by Fisher Drug Discovery Resource Center.

These rows are one share of the data (hit frequency here may not be typical).
